14-3-3 Bad PPI: disrupts binding of bovine 14-3-3 zeta to phospho-Bad peptide. P63103. TR-FRET 14-3-3zeta/Dy647-pBad peptide displacement, 1 h. inhibition, % at 21.7 µM. 220,000 compounds, 0.71% hits. AID 781;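 active means inhibition above about 70%, limit read from the data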;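 further: 0% = full 14-3-3 plus peptide FRET controls and 100% = background without 14-3-3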
Target sequence (P63103 whole entry, looked up): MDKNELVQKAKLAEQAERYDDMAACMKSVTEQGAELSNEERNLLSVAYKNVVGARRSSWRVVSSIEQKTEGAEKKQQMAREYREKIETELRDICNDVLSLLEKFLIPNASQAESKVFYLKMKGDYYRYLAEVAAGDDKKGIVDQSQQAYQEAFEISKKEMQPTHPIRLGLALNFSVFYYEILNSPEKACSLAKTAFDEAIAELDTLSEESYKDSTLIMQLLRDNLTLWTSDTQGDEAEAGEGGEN
Furin inh: blocks human furin protease activity; P09958; purified furin, fluorogenic substrate cleavage; inhibition, % at 30 µM; 220,000 compounds, 0.061% hits; AID 463115; in the data active means inhibition above about 25%; further: inactives centre near -15
thrombin 1536: inhibitors of human thrombin | alpha-thrombin, Boc-VPR-AMC fluorogenic substrate cleavage | inhibition, % at 5 µM | 220,000 compounds, 0.26% hits | AID 1046;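 active means inhibition at or above 40%; inactive means inhibition below 40%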;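 further: 0% = enzyme with no compound and 100% = wells without enzyme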
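System – human alpha-thrombin · Medium – pH 7.5 Tris (50 mM) with NaCl 150 mM, Tween 20 0.05% · Compound – single-point dosing at 5 µM, 0.2% DMSO · Incubation – enzyme reaction carried out at room temperature · Technique – fluorescence of released AMC, ex 355 nm, em 460 nm · Read-out basis – % inhibition of thrombin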
EBV gp42 block: blocks Epstein-Barr virus glycoprotein 42 binding. Q1HVG2. Fluorescence polarization binding assay, mP read-out. inhibition, % (tested at 21.74 µM). 220,000 compounds, 0.42% hits; in the data active means inhibition above about 50%
Rad51 HR inh: blocks human Rad51 in homologous recombination | inhibition, % at 10 µM | 200,000 compounds, 0.085% hits | hRad51 DNA strand exchange, fluorescence dequenching;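 active means inhibition above 40% at the single screening dose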;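 further: 0% = DMSO control wells and 100% = blanks with heterologous ssDNA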
Target sequence (Q06609 whole entry, looked up): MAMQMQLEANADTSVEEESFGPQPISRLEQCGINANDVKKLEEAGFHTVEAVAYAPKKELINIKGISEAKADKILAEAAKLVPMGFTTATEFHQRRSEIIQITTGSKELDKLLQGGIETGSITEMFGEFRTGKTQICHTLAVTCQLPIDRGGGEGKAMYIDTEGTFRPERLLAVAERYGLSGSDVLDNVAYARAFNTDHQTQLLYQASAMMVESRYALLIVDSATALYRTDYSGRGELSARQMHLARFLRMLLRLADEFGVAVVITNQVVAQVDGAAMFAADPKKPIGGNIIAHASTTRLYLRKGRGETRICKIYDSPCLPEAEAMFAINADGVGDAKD
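Material: hRad51 filaments on single-stranded DNA; Reagent: Donor/quencher-labelled 47-bp dsDNA substrate; Compound: 10 µM final, single point; Schedule: 37 °C 15-min filament assembly, 30-min compound preincubation, 15-min exchange; Technique: FRET fluorescence, excitation 485 nm, emission 520 nm; Benchmarks: control wells and blank wells on each plate.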
eIF4E-4G inh: eIF4E/eIF4G interaction inhibition in translation initiation | TR-FRET eIF4E-eIF4GI(517-606) binding, 2 h | inhibition, % at 21.7 µM | 220,000 compounds, 0.37% hits | AID 782;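 further: 0% = full FRET control wells and 100% = background wells lacking eIF4GI fragment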
KCC2 mod: modulators of human KCC2 chloride dependent transport. KCC2 cells, thallium flux FluoZin-2 fluorescence. B-score of Tl+ flux slope (higher = more flux/activation; lower = inhibition) at 10 µM. 190,000 compounds, 2.2% hits. AID 1456;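 active means thallium flux slope and its plate-corrected score both differing from the plate sample mean at a set confidence after two filtering rounds, in either direction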;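 further: slope of fluorescence scaled to starting intensity during 10 to 20 s after thallium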
hK5 inh: blocks human kallikrein 5 protease activity; 210,000 compounds, 0.59% hits; inhibition, % at 5 µM; recombinant hK5, fluorogenic AMC substrate cleavage; Q9Y337;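 active means inhibition of 40% or more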;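 further: 0% = enzyme controls without compound and 100% = no-enzyme blanks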
p47phox inh: p47phox (human) inhibition | p47phox/p22phox peptide binding, fluorescence polarization, 2 h | inhibition, % at 24.7 µM | 220,000 compounds, 0.53% hits | AID 1274;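 further: 0% = p47phox with labelled peptide and 100% = labelled peptide alone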
Target sequence (P14598 whole entry, looked up): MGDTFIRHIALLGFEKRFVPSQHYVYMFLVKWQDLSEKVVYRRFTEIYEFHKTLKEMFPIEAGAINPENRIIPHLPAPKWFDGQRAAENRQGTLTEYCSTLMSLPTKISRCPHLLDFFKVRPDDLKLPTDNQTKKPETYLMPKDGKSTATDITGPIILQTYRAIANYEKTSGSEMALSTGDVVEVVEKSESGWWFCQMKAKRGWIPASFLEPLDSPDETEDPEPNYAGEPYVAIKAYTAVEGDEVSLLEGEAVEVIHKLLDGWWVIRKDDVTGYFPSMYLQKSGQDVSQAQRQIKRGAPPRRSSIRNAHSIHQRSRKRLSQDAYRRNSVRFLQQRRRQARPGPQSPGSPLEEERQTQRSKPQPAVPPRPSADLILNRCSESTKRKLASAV
* marks the source's active call; other numbers are inactive results; [ ] = remark or other dose.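 How the source made its calls, unless noted: active means inhibition above about 30% (limit read from the data); inactive means the rest.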

CN(C)c1nc(N(C)C)n(C(=O)c2cccs2)n1 was read as 14-3-3 Bad PPI 0.8, Furin inh -15.9, thrombin 1536 -5.3, EBV gp42 block -2.9, Rad51 HR inh -0.1, eIF4E-4G inh 0.3, KCC2 mod -0.00883, hK5 inh -3.5 and p47phox inh 2.3.
`CCN(c1ccccc1)S(=O)(=O)c1ccc(F)c(C(=O)O)c1` gave 14-3-3 Bad PPI 27.4, Furin inh -3.1, thrombin 1536 -1.1, EBV gp42 block 3.2, Rad51 HR inh 4.5, eIF4E-4G inh 0.1, KCC2 mod 0.591, hK5 inh -4.7 and p47phox inh 3.1.
O=C(COC(=O)C1CCC1)Nc1ccc(OC(F)F)cc1 was read as 14-3-3 Bad PPI 4.6, Furin inh -18.3, thrombin 1536 -8.0, EBV gp42 block -12.6, eIF4E-4G inh -1.6, KCC2 mod -0.00098, hK5 inh 5.1 and p47phox inh -11.1.
For O=C(NCC(=O)N(CC1CCCO1)C(C(=O)NC1CCCC1)c1ccc(F)cc1)c1ccco1 (stereo not drawn) the results were 14-3-3 Bad PPI -0.8, Furin inh -16.0, thrombin 1536 -4.6, EBV gp42 block 3.1, Rad51 HR inh 5.7, eIF4E-4G inh 6.6, KCC2 mod 0.552, hK5 inh -9.9 and p47phox inh -5.2.
Screening Cc1ccccc1NC(=O)COC(=O)c1c[nH]c(=O)[nH]c1=O returned 14-3-3 Bad PPI -5.5, Furin inh -16.3, thrombin 1536 -8.9, EBV gp42 block 3.4, Rad51 HR inh -4.6, eIF4E-4G inh -1.3, KCC2 mod 1.24, hK5 inh -1.3 and p47phox inh 4.8.
`CN1CCN(CP(=O)(N2CCOCC2)N2CCOCC2)CC1` gave 14-3-3 Bad PPI 11.1, Furin inh -30.0, thrombin 1536 -5.3, EBV gp42 block -19.7, Rad51 HR inh -2.6, eIF4E-4G inh 5.5, KCC2 mod 0.695, hK5 inh 8.7 and p47phox inh -13.3.
`O=C(NCc1ccc2c(c1)OCO2)C1CCN(c2ncccn2)CC1` gave 14-3-3 Bad PPI 5.8, Furin inh -13.1, thrombin 1536 -22.2, EBV gp42 block -6.5, Rad51 HR inh -0.2, eIF4E-4G inh 5.6, KCC2 mod 0.205, hK5 inh 1.6 and p47phox inh -6.2.
CCOc1ccc(NC(=O)c2ccc(C#CC(C)(C)O)cc2)cc1 was read as 14-3-3 Bad PPI 7.2, Furin inh -23.3[20 µM], thrombin 1536 9.4, EBV gp42 block -8.6, Rad51 HR inh 2.9, eIF4E-4G inh -1.6, hK5 inh 0.8 and p47phox inh -3.9.
For N#Cc1c(Nc2ccccc2)c(C=NCCN2CCOCC2)c[nH]c1=O the results were 14-3-3 Bad PPI 4.7, Furin inh -11.6, thrombin 1536 3.5, EBV gp42 block -0.9, Rad51 HR inh 6.2, eIF4E-4G inh -5.2, KCC2 mod 0.641, hK5 inh 3.7 and p47phox inh -8.2.
`Cn1c(N)c(C(=O)COC(=O)c2ccc(S(=O)(=O)N3CCCCC3)cc2)c(=O)n(C)c1=O` gave 14-3-3 Bad PPI -0.3, Furin inh -14.7, thrombin 1536 1.3, EBV gp42 block 1.5, Rad51 HR inh -5.7, eIF4E-4G inh -2.4, KCC2 mod -1.18, hK5 inh 2.6 and p47phox inh 1.4.
Screening CCCCN1C(=O)/C(=C/C=C2\Oc3ccccc3N2CC)SC1=S returned 14-3-3 Bad PPI -3.4, Furin inh -16.4, thrombin 1536 -2.3, EBV gp42 block 104.2*, Rad51 HR inh inactive, eIF4E-4G inh -1.8, KCC2 mod -0.415, hK5 inh 4.4 and p47phox inh -233.7.
For O=C(NCc1cc(Br)cc(Br)c1OC(=O)c1ccccc1[N+](=O)[O-])c1ccccc1 the results were 14-3-3 Bad PPI 0.9, Furin inh -17.5, thrombin 1536 -7.1, EBV gp42 block -6.4, Rad51 HR inh 3.4, eIF4E-4G inh 7.3, KCC2 mod 0.635, hK5 inh -7.0 and p47phox inh -11.3.
CCOC(=O)NC(=S)Nc1c(C)n(C)n(-c2ccccc2)c1=O was read as 14-3-3 Bad PPI -9.1, Furin inh -13.2, thrombin 1536 3.6, EBV gp42 block -9.6, Rad51 HR inh 27.1, eIF4E-4G inh 1.6, KCC2 mod -0.67, hK5 inh -4.1 and p47phox inh -6.2.
`Cc1cc(C)n2[nH]c(=O)c(N=Nc3ccccc3)c2n1` gave 14-3-3 Bad PPI -12.1[fluorescence artefact?], Furin inh 10.0[20 µM], thrombin 1536 -0.6, EBV gp42 block -9.2, Rad51 HR inh 0.8, eIF4E-4G inh -7.2[fluorescence artefact?], KCC2 mod 1.27, hK5 inh 2.0 and p47phox inh -14.3.
Screening COC(=O)C1=C(C)NC(C)=C(C(=O)OC)C1c1cn(-c2ccccc2)nc1-c1ccco1 returned Furin inh -30.7, thrombin 1536 3.1, EBV gp42 block 6.2, Rad51 HR inh -1.7, KCC2 mod -0.699, hK5 inh -1.0 and p47phox inh -18.9.

By substructure: those above with fluorine (three)
`CCN(c1ccccc1)S(=O)(=O)c1ccc(F)c(C(=O)O)c1` gave 14-3-3 Bad PPI 27.4, Furin inh -3.1, thrombin 1536 -1.1, EBV gp42 block 3.2, Rad51 HR inh 4.5, eIF4E-4G inh 0.1, KCC2 mod 0.591, hK5 inh -4.7 and p47phox inh 3.1.
O=C(COC(=O)C1CCC1)Nc1ccc(OC(F)F)cc1 was read as 14-3-3 Bad PPI 4.6, Furin inh -18.3, thrombin 1536 -8.0, EBV gp42 block -12.6, eIF4E-4G inh -1.6, KCC2 mod -0.00098, hK5 inh 5.1 and p47phox inh -11.1.
For O=C(NCC(=O)N(CC1CCCO1)C(C(=O)NC1CCCC1)c1ccc(F)cc1)c1ccco1 (stereo not drawn) the results were 14-3-3 Bad PPI -0.8, Furin inh -16.0, thrombin 1536 -4.6, EBV gp42 block 3.1, Rad51 HR inh 5.7, eIF4E-4G inh 6.6, KCC2 mod 0.552, hK5 inh -9.9 and p47phox inh -5.2.

Remaining list, next part
Screening CNC[C@H](O)c1ccc(O)c(O)c1 returned 14-3-3 Bad PPI 1.7, Furin inh -16.1, thrombin 1536 -5.8, EBV gp42 block 8.4, Rad51 HR inh 4.2, eIF4E-4G inh -5.4, KCC2 mod -3.57, hK5 inh -11.5 and p47phox inh 51.1*.
Screening CCOC(=O)c1sc(=NC(=O)c2ccco2)n(C)c1C returned 14-3-3 Bad PPI -5.9, Furin inh -2.5, thrombin 1536 -2.7, EBV gp42 block -13.6, Rad51 HR inh 4.0, eIF4E-4G inh -0.2, KCC2 mod 0.148, hK5 inh 3.5 and p47phox inh 0.5.
Cc1ccc(C(=O)n2nnc3ccccc32)cc1[N+](=O)[O-] was read as 14-3-3 Bad PPI 10.5, Furin inh -19.5, thrombin 1536 -3.1, EBV gp42 block -11.1, Rad51 HR inh 20.0, eIF4E-4G inh 1.8[fluorescence artefact?], KCC2 mod 0.642, hK5 inh 0.4 and p47phox inh -7.4.
For O=C(CN1C(=O)/C(=C\c2cccc(F)c2)Oc2ccccc21)N1CCN(c2ccccn2)CC1 the results were 14-3-3 Bad PPI 50.6, Furin inh -60.2, thrombin 1536 -5.2, EBV gp42 block -14.7, Rad51 HR inh 1.6, eIF4E-4G inh -8.7, KCC2 mod -0.245, hK5 inh -47.3 and p47phox inh 13.9.
NCCCC[C@@H](C(=O)N1CCNCC1)n1cc([C@@H](N)CO)nn1 was read as 14-3-3 Bad PPI -1.5, Furin inh -35.7, thrombin 1536 1.9, EBV gp42 block -13.4, Rad51 HR inh -0.6, eIF4E-4G inh 1.7, KCC2 mod 0.621, hK5 inh 3.5 and p47phox inh -0.1.
`CC(=O)N1/C(=C/c2ccc(N(C)C)cc2)C(=O)c2ccccc21` gave 14-3-3 Bad PPI -12.9, Furin inh -19.0, thrombin 1536 -2.3, EBV gp42 block -41.9, Rad51 HR inh -5.6, eIF4E-4G inh 7.0, KCC2 mod -0.724, hK5 inh 2.7 and p47phox inh -129.9.
Screening Cn1cnc([N+](=O)[O-])c1Oc1cccc2ccccc12 returned 14-3-3 Bad PPI -6.8[fluorescence artefact?], Furin inh -10.9, thrombin 1536 -2.2, EBV gp42 block 0.9, Rad51 HR inh 11.0, eIF4E-4G inh 11.4, KCC2 mod -1.48, hK5 inh -9.8 and p47phox inh -0.7.
For Cc1ccccc1NC(=O)c1cccc(C(F)(F)F)c1 the results were 14-3-3 Bad PPI -5.9, Furin inh -29.6, thrombin 1536 -6.0, EBV gp42 block -4.5, Rad51 HR inh 5.6, eIF4E-4G inh 5.5, KCC2 mod 0.788, hK5 inh -5.9 and p47phox inh 2.3.
For CC1(C)C(=O)C2(C(=O)NCc3ccccc3)CCC1C2 (stereo not drawn) the results were 14-3-3 Bad PPI -12.8, Furin inh -20.0[20 µM], thrombin 1536 -5.4, EBV gp42 block -3.5, Rad51 HR inh 6.2, eIF4E-4G inh -12.8, hK5 inh -10.2 and p47phox inh 10.2.
`N=c1nc(N)nc2n1NC(c1ccc(F)cc1)=CS2` gave 14-3-3 Bad PPI -6.2[fluorescence artefact?], Furin inh -13.3[20 µM], thrombin 1536 1.2, EBV gp42 block -9.2, Rad51 HR inh -7.6, eIF4E-4G inh -4.1, KCC2 mod inactive, hK5 inh -9.3 and p47phox inh -11.7.
O=C(CCS(=O)(=O)Cc1ccc(Cl)cc1)NCCCN1CCN(c2ccccc2F)CC1 was read as 14-3-3 Bad PPI -12.6, Furin inh -23.5[20 µM], thrombin 1536 -26.5, EBV gp42 block -1.6, Rad51 HR inh -3.6, eIF4E-4G inh 2.2, KCC2 mod 0.0715, hK5 inh -2.0 and p47phox inh 6.4.
Screening Cc1cc(NC(=O)CN2C(=O)S/C(=C\c3ccccc3)C2=O)no1 returned 14-3-3 Bad PPI 6.2, Furin inh -11.6, thrombin 1536 -2.2, EBV gp42 block -19.0, Rad51 HR inh -0.3, eIF4E-4G inh -1.0, KCC2 mod -0.416, hK5 inh -1.6 and p47phox inh -30.0.
Screening C=CCOC(=O)C1=C(C)NC(SCC(N)=O)=C(C#N)C1c1cccs1 (stereo not drawn) returned 14-3-3 Bad PPI 6.8, Furin inh -5.5, thrombin 1536 -0.3, EBV gp42 block 14.5, eIF4E-4G inh -2.7, KCC2 mod -1.94, hK5 inh -9.4 and p47phox inh 0.2.
Screening CCOC(=O)c1cc2n(n1)C(C(F)(F)C(F)(F)F)CC(C)N2 (stereo not drawn) returned 14-3-3 Bad PPI 0.6[fluorescence artefact?], Furin inh -23.3[20 µM], thrombin 1536 2.4, EBV gp42 block 1.7, Rad51 HR inh 0.0, eIF4E-4G inh 0.7, hK5 inh 1.4 and p47phox inh -10.6.
Screening O=C1ON=C(c2cccc([N+](=O)[O-])c2)/C1=C/c1ccc(O)cc1 returned 14-3-3 Bad PPI 6.4, Furin inh -15.2, thrombin 1536 -26.1, EBV gp42 block -41.1, Rad51 HR inh -0.2, eIF4E-4G inh 10.3, KCC2 mod -0.177, hK5 inh -6.6 and p47phox inh 13.7.
For COc1cc(C2C(C(=O)OCCC#N)=C(C)NC3=C2S(=O)(=O)c2ccccc23)cc(OC)c1OC (stereo not drawn) the results were 14-3-3 Bad PPI -5.8, Furin inh -5.6[20 µM], thrombin 1536 -5.0, EBV gp42 block -7.7, Rad51 HR inh 9.3, eIF4E-4G inh 0.1, KCC2 mod -0.013, hK5 inh -5.8 and p47phox inh 1.2.
For CN(C)/C=N/C(=S)Nc1ccccc1F the results were 14-3-3 Bad PPI -17.2, Furin inh -10.3[20 µM], thrombin 1536 -16.4, EBV gp42 block -24.0, Rad51 HR inh -3.4, eIF4E-4G inh -9.3, KCC2 mod 0.0011, hK5 inh -2.3 and p47phox inh -12.9.

Compounds were not picked by outcome. About 4.7% of those tested had a hit in this group.
